High-throughput results deposited in PubChem by NCI.
All columns: NCI-60 one-dose screen, growth in % after 48 h at 10 µM unless noted; 100 = growth as untreated, 0 = no growth, -100 = all killed.
CAKI-1 – CAKI-1 renal cancer; hit rate 4.7% among 75,000
RXF 393 – RXF 393 renal cancer cells. hit rate 6.9% among 77,000. AID 1794773
TK-10 – TK-10 renal cancer cells; hit rate 3.9% among 81,000
A498 – A498 renal cancer cells; hit rate 5.4% among 76,000
UO-31 – UO-31 renal cancer; hit rate 5.2% among 81,000; AID 1794768
786-0 – 786-0 renal cancer cells; hit rate 5.1% among 81,000; AID 1794775
ACHN – ACHN renal cancer; hit rate 4.9% among 81,000; AID 1794771
PC-3 – PC-3 prostate cancer cells; hit rate 3.9% among 80,000; AID 1794754
SN12C – SN12C renal cancer cells | hit rate 3.8% among 81,000 | AID 1794767
Active calls of the source: *; / = not tested or not shown; & = joins results of further samples; ! = not active in a repeat; [ ] = another dose, or the depositor's remark. How the source made its calls: active means growth percent below 10; inactive means the rest.

SMILES | CAKI-1 | RXF 393 | TK-10 | A498 | UO-31 | 786-0 | ACHN | PC-3 | SN12C
O=c1[nH]c(-c2ccc(Cl)cc2)cn1-c1ccc(-n2cc(-c3ccc(Cl)cc3)[nH]c2=O)cc1 | 65 | 113 | 103 | 109 | 105 | 96 | 102 | 77 | 92
OCCCN1CCCCC1CO (configuration not stated) | 99 | 112 | 96 | 106 | 89 | 123 | 102 | 106 | 93
COc1cccc2c1Cc1ccccc1-2 | 98 | 98 | 134 | / | 89 | 110 | 114 | 91 | 108
CNc1cc(-c2cccc(OC(F)(F)F)c2)nc2ccc(N3CCCC3)cc12 | -51*! | -67* | -12* | 48&46&77 | -81*! | -68* | -99* | 8.8*! | -23*
CCCCCCCCCC/C=C\C(=O)O | 93 | 108 | 97 | 105 | 96 | 108 | 99 | 101 | 102
Cc1ccc(C)c2c1SC1=NNC(Oc3ccc(Cl)cc3)=C(C#N)C(=N)N12 | 87 | 118 | 125 | 87 | 85 | 110 | 91 | 85 | 117
C=C(C)CNC(=O)c1ccc(OC)c(OC)c1 | / | 106 | 93 | 101 | 88 | 99 | / | 98 | 101
CC(C)C1CCCCC1C1CCCCC1 (configuration not stated) | / | 115 | 123 | 104 | 84 | 119 | 94 | 100 | 114
C[C@H](CCC(=O)NCc1ccc(C(=O)NO)cc1)[C@H]1CC[C@H]2[C@@H]3[C@@H](O)C[C@@H]4C[C@H](O)CC[C@]4(C)[C@H]3CC[C@]12C | 100 | / | 99 | 112 | 97 | 102 | 105 | 96 | 92
C/C(=N\O)c1ccc(N2C(=O)c3cccc4cc([N+](=O)[O-])cc(c34)C2=O)cc1 | 92 | 95 | 154 | 109 | 97 | 108 | 101 | 90 | 95
CC(=O)n1nc(C(=O)OC(C)(C)C)c2ccccc21 | 71 | 94 | 108 | 98 | 82 | 99 | 93 | 89 | 102
COc1cc(/C=C2\CC/C(=C\c3cc(CN4CCCC4)c(O)c(OC)c3)C2=O)cc(CN2CCCC2)c1O | 89 | 98 | 106 | 111 | 69 | 94 | 107 | 98 | 96
O=C(OCc1cc(=O)c(OC(=O)c2ccccc2)co1)c1ccccc1 | 98 | 124 | 120 | / | 86 | 106 | 102 | 99 | 97
COc1cc(-c2nn(-c3ccccc3)cc2-c2ccnc(NCCCNS(=O)(=O)c3ccc(Cl)cc3)n2)ccc1Cl | 71 | 89 | 84 | / | 71 | 84 | 97 | / | 99
CN1C(=O)C2(Nc3ccccc3S2)c2cc(F)ccc21 (configuration not stated) | 61 | / | 118 | 112 | 66 | 101 | 89 | 87 | 95
CCC(C)(CC(=O)O)CC(=O)O | 96 | 98 | 109 | 108 | 87 | 97 | 98 | 100 | 102
CC1SC(c2ccc(Cl)cc2)N(CCc2cccs2)C1=O (configuration not stated) | -34* | -36* | -16* | -14* | 1.8* | -49* | -6.6* | -1.7* | -76*
CCCc1nn(-c2ccccc2)c2c1C(c1cc3c(cc1Br)OCO3)C(C#N)=C(N)O2 (configuration not stated) | 87 | 105 | 116 | 106 | 80 | 103 | 99 | 104 | 97
CC(C)NCC(O)COc1cccc2[nH]ccc12 (configuration not stated) | 100 | 118 | 99 | 131 | / | 95 | 93 | 94 | 94
COc1cccc2nc(Nc3cccc(NC(=O)c4cc(-n5cnc(C)c5)cc(C(F)(F)F)c4)c3)ccc12 | 75 | 44 | 86 | 70 | 55 | 57 | 56 | 52 | 76

In the list so far, two contain a cyano group:
SMILES | CAKI-1 | RXF 393 | TK-10 | A498 | UO-31 | 786-0 | ACHN | PC-3 | SN12C
Cc1ccc(C)c2c1SC1=NNC(Oc3ccc(Cl)cc3)=C(C#N)C(=N)N12 | 87 | 118 | 125 | 87 | 85 | 110 | 91 | 85 | 117
CCCc1nn(-c2ccccc2)c2c1C(c1cc3c(cc1Br)OCO3)C(C#N)=C(N)O2 (configuration not stated) | 87 | 105 | 116 | 106 | 80 | 103 | 99 | 104 | 97

Single records, as listed above:
Listed for COc1cc(/C=C2\CC/C(=C\c3cc(CN4CCCC4)c(O)c(OC)c3)C2=O)cc(CN2CCCC2)c1O : CAKI-1: 89; RXF 393: 98; TK-10: 106; A498: 111; UO-31: 69; 786-0: 94; ACHN: 107; PC-3: 98; SN12C: 96
Listed for C/C(=N\O)c1ccc(N2C(=O)c3cccc4cc([N+](=O)[O-])cc(c34)C2=O)cc1 : CAKI-1: 92; RXF 393: 95; TK-10: 154; A498: 109; UO-31: 97; 786-0: 108; ACHN: 101; PC-3: 90; SN12C: 95
Listed for O=C(OCc1cc(=O)c(OC(=O)c2ccccc2)co1)c1ccccc1 : CAKI-1: 98; RXF 393: 124; TK-10: 120; A498: /; UO-31: 86; 786-0: 106; ACHN: 102; PC-3: 99; SN12C: 97

Later entries
SMILES | CAKI-1 | RXF 393 | TK-10 | A498 | UO-31 | 786-0 | ACHN | PC-3 | SN12C
CSc1ccc2c(c1)N(C(=O)/C(C#N)=C/c1ccc(N(C)C)cc1)c1ccccc1S2 | 81 | 95 | 102 | 70 | 84 | 92 | 93 | 90 | 92
CCOC(=O)c1c(C)c2c(n1Cc1ccccc1)CSc1cc(C#N)c(=O)[nH]c1-2 | 59[100 µM] | 27[100 µM] | 40[100 µM] | 92[100 µM] | 86[100 µM] | 20[100 µM] | 49[100 µM] | 70[100 µM] | 81[100 µM]
O=C1Nc2cc(-c3ccc(NS(=O)(=O)c4ccccc4)cc3)ccc2/C1=C/c1ccc[nH]1 | 83 | 104 | 69 | / | 69 | 108 | 88 | 83 | 96
O=C1C=C(O)C(=O)C(CC2=C(O)C(=O)C=C(O)C2=O)=C1O | 104 | 110 | 106 | 87 | 95 | / | 98 | 95 | 98
N#CC1=C(c2ccc(Cl)cc2)Nc2c(c(-c3ccccc3)nn2-c2ccccc2)C12C(=O)N(Cc1ccccc1)c1ccccc12 (configuration not stated) | 93 | 83 | 101 | 145 | 102 | 84 | 107 | 93 | 98
Cc1ccc(-c2nc(N3CCCN(C(=S)Nc4ccccc4)CC3)c3ccccc3n2)cc1 | 60 | 69 | 84 | 65 | 59 | 83 | 92 | 66 | 86
O=C(CC1C(=O)N(C2CCCCC2)c2nc3ccccc3n21)Nc1ccc(Cl)cc1 (configuration not stated) | 66 | 85 | 94 | / | 74 | 91 | 97 | 75 | 93
C=CCn1c(SCC(=O)c2ccc(OC)cc2)nnc1-c1c[nH]c2ccccc12 | 92 | 106 | 141 | / | 73 | 101 | 91 | 80 | 96
COC(=O)c1ccc(NC2=C/C(=N/S(=O)(=O)c3ccc(C(=O)O)cc3)c3ccccc3C2=O)cc1 | 20 | -15* | 156 | 119 | -1.0* | 9.4* | -11* | 17 | -71*
Cn1c(=O)c2cnn(C)c2n(C)c1=O | 100 | 104 | 98 | 116 | 99 | 98 | 105 | 88 | 107
Cc1ccc2oc(=O)cc(-c3nc4ccc(N)cc4[nH]3)c2c1 | / | 98 | 100 | 93 | 71 | 92 | 98 | 89 | 96
O=C1CCc2cc(O)ccc21 | 101 | 105 | 95 | 111 | 71 | 99 | 103 | 94 | /
C[N+]1=C(C(I)C(I)c2ccc(N)cc2)C(C)(C)c2ccccc21 (configuration not stated) | 95 | 99 | 93 | 81 | 85 | 102 | 98 | 79 | /
CC1=NN(c2cc(S(=O)(=O)O)ccc2Cl)C(=O)C1N=Nc1ccccc1 (configuration not stated) | 90 | 110 | 109 | 84 | 88 | 105 | 104 | 99 | 101
CC(=O)O[C@@H]1C(C)O[C@H](O[C@H]2C(O)[C@@H](O)C(CO[C@@H]3OC(C)[C@@H](O)C(O)[C@@H]3O)O[C@H]2Oc2c(-c3ccc(O)cc3)oc3cc(O)cc(O)c3c2=O)[C@@H](O[C@@H]2OC(CO)[C@@H](O)C(O)[C@@H]2O)C1O (some centres not stated) | 104 | 94 | 100 | 106 | 91 | 103 | 106 | 107 | 103
COc1cc(/C=C/C(=O)C2=C(C#N)C(=C(C#N)C#N)NC2(O)/C=C/c2ccc(O)c(OC)c2)ccc1O (configuration not stated) | / | 100 | 99 | 97 | 88 | 101 | 104 | 96 | 109
O=C(Nc1ccc(OCC(=O)c2ccccc2)cc1)Nc1ccc(Cl)c(C(F)(F)F)c1 | 20 | -37* | 49 | 17 | 18 | 21 | 18 | 6.9* | 25
CCCCC(/C=C/c1ccc2ccccc2n1)CC (configuration not stated) | 107 | 117 | 104 | 104 | / | / | 104 | 95 | 106
CS(=O)(=O)Nc1ccc(Nc2c3ccccc3nc3cc(Cl)ccc23)cc1 | 6.4* | 21 | 55 | 48 | 0.8* | 20 | 9.4* | 34 | 14
O=C(S)CN1C(=O)c2ccccc2C1=O | 96 | 98 | 102 | 101 | 89 | 101 | 103 | 96 | 101

Shown in markdown: part of the list above
| mol | CAKI-1 | RXF 393 | TK-10 | A498 | UO-31 | 786-0 | ACHN | PC-3 | SN12C |
| --- | --- | --- | --- | --- | --- | --- | --- | --- | --- |
| CCCCC(/C=C/c1ccc2ccccc2n1)CC (configuration not stated) | 107 | 117 | 104 | 104 | / | / | 104 | 95 | 106 |
| O=C(S)CN1C(=O)c2ccccc2C1=O | 96 | 98 | 102 | 101 | 89 | 101 | 103 | 96 | 101 |

(further entries)
SMILES | CAKI-1 | RXF 393 | TK-10 | A498 | UO-31 | 786-0 | ACHN | PC-3 | SN12C
Cc1ccc(-c2ccnc3c2c(-c2ccccc2)nn3-c2ccccc2)cc1 | 99 | 121 | 106 | 96 | 98 | 102 | 111 | 105 | 103
C=C(C)[C@@H]1CC[C@]2(C(=O)N[C@@H](Cc3ccccc3)C(=O)O)CC[C@]3(C)[C@H](CC[C@@H]4[C@@]5(C)CCC(=O)C(C)(C)[C@@H]5CC[C@]43C)[C@@H]12 | 61 | 67 | 81 | 70 | 51 | 86 | 57 | 40 | 75
CCCCCCC#Cc1ccc(S(=O)(=O)Nc2cccc(-c3csc(NC(C)=O)n3)c2)cc1 | 87 | 79 | 97 | 97 | 66 | 105 | 85 | 46 | 75
COc1cccc2nc(Nc3ccc(NC(=O)c4ccc5ncccc5c4)cc3)ccc12 | 70 | 30 | 108 | 83 | 82 | 43 | 93 | 52 | 98
CCN(CC)CCOC(=O)c1ccc(NC(=O)OCCCCOC(=O)Nc2ccc(C(=O)OCCN(CC)CC)cc2)cc1 | 91 | 98 | 101 | 103 | 91 | 95 | 104 | 93 | 97
CCCCCCOC(=O)CC1CC(C(C)=O)C1(C)C (configuration not stated) | 96&103 | 125&113 | 107&105 | 115&97 | 82&93 | 96&100 | 104&105 | 97&97 | 102&101
Cc1ccc(-c2cc(C3(O)CCC4COC3O4)on2)cc1 (configuration not stated) | 95 | / | 93 | / | 100 | 97 | 104 | 88 | 97
CCCCCc1cc(Cl)cc(Cl)c1O | 104 | / | 120 | 106 | 78 | 107 | 100 | 116 | 104
C=CC[Se]C(=O)Cc1c(C)n(C(=O)c2ccc(Cl)cc2)c2ccc(OC)cc12 | -59* | -58* | -33* | -28* | -80* | -50* | -61* | -36* | -30*
c1ccc(CN2OCc3[nH]nc(-c4ccccc4)c3[C@@H]2c2ccccc2)cc1 | 84 | 97 | 106 | 128 | 70 | 97 | 99 | 83 | 95
CN(C)C1CN(C(=O)c2cc(-c3ccc4ncnc(N5CCc6cc(F)c(Cl)cc65)c4c3)cnc2N)C1 | 0.6* | -32* | 5.7* | -78* | 7.3* | 7.5* | 11 | 7.1* | 11
Cc1cc(C)c2c(NC(=O)Nc3ccc(Cl)c(Cl)c3)n[nH]c2n1 | 92 | 105 | 112 | 101 | 90 | / | 109 | 103 | 103
CCN(CC)CCn1c(O)c(N=Nc2ccc(S(N)(=O)=O)cc2)c2cc(Cl)ccc21 | 85 | 154 | 93 | 124 | 83 | 91 | 91 | 70 | 93
O=C1/C(=C\c2cn(-c3nc(N4CCOCC4)nc(N4CCOCC4)n3)c3ccccc23)c2ccccc2N1c1c(Cl)cccc1Cl | / | -11* | 60 | -44* | 25 | 29 | 73 | 24 | 65
C/C(=N\NC(=O)CSCC(=O)N/N=C(\C)c1ccccc1)c1ccccc1 | 93 | 118 | 103 | 94 | 76 | 106 | 96 | 92 | 106
COC(=O)[C@H](NS(=O)(=O)N(c1ccc(F)cc1)C1CCN(C(=O)c2ccc(F)cc2)CC1)C(C)C | 99 | 127 | 121 | 62 | 96 | 89 | 102 | 89 | 100
COc1cc2cc(NCc3ccc(Cl)cc3)nc(C)c2cc1OC | 60 | 48 | 45 | 26 | 41 | 28 | 55 | 38 | 42
O=C(N/N=C/c1cccc(OCc2ccccc2)c1)c1cnn2c1NC(c1ccccc1)C2 (configuration not stated) | 74 | 84 | 86 | / | 86 | 57 | 69 | 69 | 85
Cc1ccc(Nc2cccc3cccc(S(=O)(=O)O)c23)cc1 | 79 | 118 | 117 | / | 80 | 103 | 92 | / | 95
Oc1ccc(CSc2nnc(-c3cnccn3)n2-c2ccccc2)c2cccnc12 | 17 | 34 | 38 | 11 | 11 | 35 | 15 | 30 | 25
Clc1cccc(/C=N/Nc2nc(N/N=C/c3cccc(Cl)c3)nc(N3CCCCC3)n2)c1 | 92 | 93 | 106 | 92 | 77 | 95 | 101 | 76 | 92
CC(C)(C)[Si](C)(C)OCC1OC(n2cnc3c(N)ncnc32)CC1OS(C)(=O)=O (configuration not stated) | 96 | 102 | 100 | 68 | 87 | 103 | 114 | 103 | 101
O=C(Nc1ccc(NS(=O)(=O)c2ccc(C(F)(F)F)cc2)cc1)C12CC3CC(CC(C3)C1)C2 | 82 | 106 | 101 | 101 | 68 | 106 | 103 | 71 | 97
COC(C)(c1ccccc1)c1ccc(-c2ccccc2)cc1 (configuration not stated) | / | 115 | 121 | 111 | 91 | 104 | 103 | 97 | 99
CCCCNC(=O)/C(=C\c1ccc(OC)c(OC)c1)NC(=O)c1ccccc1 | 92 | 132 | 95 | 110 | 88 | 108 | 97 | 95 | 107
Cc1ccc(S(=O)(=O)NCCNc2nccc(-n3ccc4cccnc43)n2)cc1 | 90 | 93 | 105 | 88 | 99 | 92 | 101 | 92 | 92
O=C1Nc2cc(Cl)c(CCCl)cc2/C1=C\c1ccc(Cl)cc1 | 79 | 78 | 128 | 63 | 51 | 88 | 78 | 70 | 87
